From PubChem BioAssay
WRN helicase inh: WRN helicase (human) inhibition; Q14191; WRN helicase unwinding, fluorescent forked duplex, kinetic; Potency, µM (top dose mostly 114 µM), without a hit: at the highest dose activity change, negative = inhibition, actives largely listed as inhibitors; 0.46% of 360,000 active; further: potency means the concentration at half of the fitted maximal effect; on the % scale 0 is the no-effect control and ±100 the full control effect; nearly all actives have a fitted effect of over 55% in size
Target sequence (Q14191 whole entry, looked up): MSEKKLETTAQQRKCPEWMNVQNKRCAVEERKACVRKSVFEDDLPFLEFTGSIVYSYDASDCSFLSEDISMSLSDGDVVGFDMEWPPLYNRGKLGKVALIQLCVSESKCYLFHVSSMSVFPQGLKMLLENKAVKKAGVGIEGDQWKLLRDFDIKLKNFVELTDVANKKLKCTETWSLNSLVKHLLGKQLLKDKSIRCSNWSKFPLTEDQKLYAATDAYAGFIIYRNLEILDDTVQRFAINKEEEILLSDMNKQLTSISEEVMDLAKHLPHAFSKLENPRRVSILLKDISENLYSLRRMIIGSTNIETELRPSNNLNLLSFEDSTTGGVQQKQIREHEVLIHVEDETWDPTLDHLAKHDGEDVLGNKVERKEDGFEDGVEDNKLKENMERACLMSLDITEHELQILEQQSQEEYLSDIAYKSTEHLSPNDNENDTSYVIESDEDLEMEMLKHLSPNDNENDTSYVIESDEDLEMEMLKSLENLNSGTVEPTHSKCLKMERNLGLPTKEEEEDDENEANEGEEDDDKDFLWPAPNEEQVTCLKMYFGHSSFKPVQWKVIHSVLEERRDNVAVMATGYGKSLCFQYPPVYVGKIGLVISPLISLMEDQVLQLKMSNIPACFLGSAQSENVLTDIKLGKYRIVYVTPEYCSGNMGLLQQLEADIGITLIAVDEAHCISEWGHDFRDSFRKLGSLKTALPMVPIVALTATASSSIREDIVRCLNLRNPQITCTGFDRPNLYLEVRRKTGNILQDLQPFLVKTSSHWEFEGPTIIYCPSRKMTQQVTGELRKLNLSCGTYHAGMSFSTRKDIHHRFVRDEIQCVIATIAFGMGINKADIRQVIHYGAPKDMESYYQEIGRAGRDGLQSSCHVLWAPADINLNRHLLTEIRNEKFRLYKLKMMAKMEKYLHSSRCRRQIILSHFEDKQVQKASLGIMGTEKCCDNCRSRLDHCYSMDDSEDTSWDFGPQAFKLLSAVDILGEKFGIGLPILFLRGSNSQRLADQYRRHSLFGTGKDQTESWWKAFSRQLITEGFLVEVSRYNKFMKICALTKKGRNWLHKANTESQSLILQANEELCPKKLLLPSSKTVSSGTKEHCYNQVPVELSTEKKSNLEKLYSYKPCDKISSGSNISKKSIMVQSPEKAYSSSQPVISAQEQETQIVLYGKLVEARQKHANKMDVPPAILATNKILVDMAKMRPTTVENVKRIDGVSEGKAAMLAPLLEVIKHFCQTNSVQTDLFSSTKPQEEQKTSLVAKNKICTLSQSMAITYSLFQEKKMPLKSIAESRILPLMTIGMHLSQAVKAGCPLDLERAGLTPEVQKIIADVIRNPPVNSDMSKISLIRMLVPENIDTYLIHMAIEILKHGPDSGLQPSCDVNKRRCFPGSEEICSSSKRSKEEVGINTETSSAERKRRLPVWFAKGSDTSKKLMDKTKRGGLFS
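Primary qHTS, 1536-well format. 20 nM WRN + compound, 15 min RT; start with 100 nM forked fluorophore/quencher duplex, 2 mM ATP (final); kinetic read ex 525/em 598 nm.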
HT1080NT lethal: kills 2HG-producing HT-1080-NT fibrosarcoma cells. HT-1080-NT fibrosarcoma viability, CellTiter-Glo ATP luminescence, 48 h. AID 686970. 1.6% of 360,000 active. Potency, µM (series often up to 46.1 µM), inactives show top-dose activity, negative = less viability, hits mostly cytotoxic;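 further: NT is the 2HG producing partner of a matched IDH1 knockdown line; potency means the concentration at half of the fitted maximal effect; 0% = DMSO-treated cells and -100% = media-only wells without cells; nearly all actives have a fitted effect of over 55% in size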
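Luminescent CellTiter-Glo readout after 48 hours of compound exposure at 37 degrees C defined viability of HT-1080-NT cells. Activity was normalized to DMSO wells and cell-free media wells; concentration-response curves were fitted and assigned curve classes.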
MCF10A rereplic: induces DNA re-replication in MCF 10a normal breast cells | Potency, µM (series often up to 46.1 µM), for inactives: top-dose activity, positive = re-replication, usual class: activators | MCF 10A DNA re-replication, Hoechst nuclear intensity, 48 h | 2.9% of 350,000 active; further: potency means the concentration at half of the fitted maximal effect; % of control where 0% means no effect; nearly all actives have a fitted effect of over 50% in size
ATXN2 expr inh: ATXN2 expression inhibition; HEK-293 ATXN2-luciferase reporter, luminescence, 24 h; Potency, µM (titrated, usually from 57 µM), for inactives: at the highest dose activity change, negative = inhibition, actives largely listed as inhibitors; 0.72% of 360,000 active; further: potency means the concentration at half of the fitted maximal effect; on the % scale 0 is the no-effect control and ±100 the full control effect; nearly all actives have a fitted effect of over 55% in size
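ATXN2-luciferase reporter cells (luciferase flanked by upstream and downstream ATXN2 gene portions) were treated 24 h at 37 °C with compounds at up to 57 uM. SteadyGlo luminescence gave expression; GF-AFC fluorescence gave viability.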
KB-3-1 cytotox: kills parental KB-3-1 adenocarcinoma cells; KB-3-1 viability, CellTiter-Glo ATP luminescence, 72 h; Potency, µM (series often up to 46.1 µM), for the others: at the top dose activity change, negative = cytotoxic, usual class: cytotoxic; 1.4% of 400,000 active; AID 1347075; further: potency means the concentration at half of the fitted maximal effect; on the % scale 0 is the no-effect control and ±100 the full control effect; nearly all actives have a fitted effect of over 60% in size
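KB-3-1 parental drug-naive adenocarcinoma cells in DMEM/10% FBS, incubated 72 h at 37 C with pin-transferred compounds across a concentration series. Viability by CellTiter-Glo luminescence; concentration-response curves fitted after normalization.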
HT1080 IDH1KD tx: toxicity to HT-1080 IDH1 knockdown cells (counter line). HT-1080 IDH1 knockdown viability, ATP luminescence, 48 h. Potency, µM (titrated, usually from 46.1 µM), inactives show at the highest dose activity, negative = toxicity, most hits filed as cytotoxic. 2% of 360,000 active;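 further: potency means the concentration at half of the fitted maximal effect; 0% = DMSO wells and -100% = cell-free medium wells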
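Knockdown cells (IDH1KD HT-1080) received compounds 2 h after plating at 750 cells/well and were kept 48 h at 37 °C in 5% FBS RPMI. A CellTiter-Glo luminescence read gave % activity for curve fitting.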
SW480 rerep: induces DNA re-replication in SW480 colon adenocarcinoma cells | SW480 DNA re-replication, Hoechst DNA content imaging, 48 h | Potency, µM (titrated, usually from 46.1 µM), inactives show top-dose re-replication activation, usual class: activators | 1.8% of 340,000 active; further: potency means the concentration at half of the fitted maximal effect; % of control where 0% means no effect; nearly all actives have a fitted effect of over 55% in size
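250 cells/well; 23 nL cpd via pin tool; 48 hr, 37 C, 5% CO2; Hoechst 40 min; imager read of total nuclear intensity, ex 405/em 500-530 nm.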
KB-V1 MDR tox: kills drug-selected multidrug resistant KB-V1 cells; KB-V1 MDR cells viability, CellTiter-Glo, 72 h; Potency, µM (highest dose often 46.1 µM), inactives show top-dose activity change, negative = cytotoxicity, usual class: cytotoxic; 3.4% of 400,000 active; further: potency means the concentration at half of the fitted maximal effect; on the % scale 0 is the no-effect control and ±100 the full control effect; nearly all actives have a fitted effect of over 60% in size
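In this primary screen, KB-V1 cells overexpressing P-gp are incubated with library compounds (lowest to highest concentration) for 72 h at 37 degrees C before a luminescent ATP viability read.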
IL1B secr inh: blocks inflammasome-driven IL-1 beta release. activity change, % at 57.5 µM. THP-1 LPS/ATP IL-1B secretion, AlphaLISA, 16 h; hits give low values. 4.7% of 360,000 active. AID 743279; in the data active means activity change below about -50%; inconclusive means mostly about -30% to -49%; further: on the % scale 0 is the no-effect control and ±100 the full control effect
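Secreted IL-1B measured by AlphaLISA bead assay after 16 h compound exposure of THP-1 cells; compounds (final up to 57.5 uM) added 1 h before LPS (250 ng/mL) and ATP (1.25 mM) stimulation; lower signal means less secretion.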
* marks the source's active call; other numbers are inactive results; ? = inconclusive; / = no result given; [ ] = remark or other dose. Unless noted, the call rests on the fitted dose curve; in most records, active means well fitted curve in the direction sought with a large enough effect; inconclusive means small, poorly fitted or top-dose-only effect, or another doubt; inactive means no such curve, though single readings can be large; an effect the other way counts as inactive or inconclusive. A portion of the library; rates above refer to the full screens.

Preview (2 entries):
Screens by letter – A = WRN helicase inh; B = HT1080NT lethal; C = MCF10A rereplic; D = ATXN2 expr inh; E = KB-3-1 cytotox; F = HT1080 IDH1KD tx; G = SW480 rerep; H = KB-V1 MDR tox; I = IL1B secr inh
CN(C)Cc1c[nH]c2ccccc12
  A: 4%	B: -2%	C: 12%	D: -13%	E: -1%	F: 2%	G: 0%	H: 3%	I: 7

Cn1cccc1/C=C1/C(=O)NC(=O)N(C(C)(C)C)C1=O
  A: -13%	B: -2%	C: 1%	D: 1%	E: -1%	F: -5%	G: -2%	H: 16%	I: -7

The whole of this part (from the top)
Screens by letter – A = WRN helicase inh; B = HT1080NT lethal; C = MCF10A rereplic; D = ATXN2 expr inh; E = KB-3-1 cytotox; F = HT1080 IDH1KD tx; G = SW480 rerep; H = KB-V1 MDR tox; I = IL1B secr inh
CN(C)Cc1c[nH]c2ccccc12
  A: 4%	B: -2%	C: 12%	D: -13%	E: -1%	F: 2%	G: 0%	H: 3%	I: 7

Cn1cccc1/C=C1/C(=O)NC(=O)N(C(C)(C)C)C1=O
  A: -13%	B: -2%	C: 1%	D: 1%	E: -1%	F: -5%	G: -2%	H: 16%	I: -7

CC1(C)OC1COc1c2occc2cc2ccc(=O)oc12 (stereo unspecified)
  A: 0%	B: 15%	C: 0%	D: -3%	E: 0%	F: 9%	G: -8%	H: ?	I: 13

COc1ccc(NC(=O)Cn2c3ccccc3c3nc4n(c(=O)c32)CCS4)cc1
  A: -4%	B: ?	C: 21µM*	D: -17%	E: 0%	F: ?	G: -1%	H: 0%	I: 7

COC(=O)C1=C(c2ccc(F)cc2OCc2ccccc2)C[C@@H]2CC[C@H]1N2C(=O)NCCO
  A: 2%	B: 11%	C: 4%	D: 3%	E: 11%	F: 12%	G: 3%	H: 14%	I: 13

CCOC(=O)C(O)(c1ccc(N=c2ccccn2C)cc1)C(F)(F)F (stereo unspecified)
  A: -33%	B: 2%	C: 1%	D: 19%	E: -5%	F: 2%	G: -4%	H: -1%	I: 3

CN(C)c1ccc(/C=C2/C(=O)NC(=O)N(CCc3ccc(F)cc3)C2=O)cc1
  A: -3%	B: 12%	C: -2%	D: /	E: -7%	F: 0%	G: -65%[inhibitor]	H: 0%	I: 2

COC(=O)C1=C(c2ccccc2)C[C@@H]2CC[C@H]1N2C(=O)NCCNC(C)=O
  A: 6%	B: 14%	C: -17%	D: -4%	E: 12%	F: 1%	G: 3%	H: 7%	I: 41

CCC1(O)C(=O)OCc2c1cc1n(c2=O)Cc2cc3cc(O)ccc3nc2-1 (stereo unspecified)
  A: -5%[11.6 µM]	B: 0.73µM*	C: ?	D: -74%	E: ?	F: 0.65µM*	G: ?	H: ?	I: -103*

CCCCn1c(O)c(C(C)=Nc2c(C)n(C)n(-c3ccccc3)c2=O)c(=O)[nH]c1=O
  A: -4%	B: 0%	C: 2%	D: -6%	E: 16%	F: 0%	G: 1%	H: -4%	I: -1

COc1ccccc1Sc1ccccc1CC(C)N (stereo unspecified)
  A: 3%	B: -18%	C: ?	D: -18%	E: -3%	F: -16%	G: ?	H: -7%	I: -56*

N#Cc1ccc(NC(=O)CN2CCCCCC2)cc1Cl
  A: -8%	B: -21%	C: 17%	D: -22%	E: -4%	F: ?	G: 3%	H: 2%	I: -15

CCn1cc(C=C2C(=O)NC(=O)NC2=O)c2ccccc21
  A: -27%	B: -3%	C: 5%	D: -10%	E: 11%	F: 0%	G: ?	H: 1%	I: ?

C[C@@H]1CN([C@H](C)CO)C(=O)CCCn2nncc2CO[C@H]1CN(C)C(=O)Oc1ccc2ccccc2c1
  A: 3%	B: 0%	C: /	D: -5%	E: 10%	F: 0%	G: /	H: 24%	I: -5

Cc1cc(C=C2C(=O)N(C)C(=O)N(C)C2=O)c(C)n1-c1ccccc1
  A: 1%	B: 8%	C: 5%	D: 4%	E: 4%	F: 10%	G: 3%	H: 0%	I: 2

COCCCN1Cc2ccccc2C1=N
  A: 0%	B: 0%	C: -3%	D: -8%	E: 0%	F: 12%	G: -2%	H: 7%	I: 17

COC(=O)c1c(C)n(Cc2ccc3c(c2)OCO3)c2ccc(O)cc12
  A: -6%	B: ?	C: -13%	D: 5%	E: -7%	F: ?	G: 1%	H: -21%	I: 8

O=C(N/N=C1/CN2CCC1CC2)c1cccc(O)c1
  A: -4%	B: -5%	C: -1%	D: -4%	E: -7%	F: -2%	G: -9%	H: 4%	I: -11

COc1ccc(OC)c(NP(=O)(Oc2ccccc2)Oc2ccccc2)c1
  A: -11%	B: -15%	C: 0%	D: -3%	E: 1%	F: -18%	G: -18%	H: -13%	I: 5

COC(=O)C1=C(c2cccc(OC)c2OC)C[C@@H]2CC[C@H]1N2C(=O)NCCNC(C)=O
  A: 4%	B: 9%	C: -7%	D: 7%	E: 21%	F: 8%	G: 1%	H: ?	I: 5

Cc1cccc(CNCCc2c[nH]c3ccccc23)c1
  A: -4%[57.1 µM]	B: 15µM*	C: 14%	D: ?	E: ?	F: ?	G: ?	H: -11%	I: -75*

Cc1cc(Oc2ccc(C(F)(F)F)cc2[N+](=O)[O-])c2c3c(c(=O)oc2c1)CCC3
  A: 11%	B: 9%	C: -7%	D: -6%	E: -2%	F: 10%	G: -7%	H: 19%	I: 27

CCC(=O)N1CC(=O)Nc2ccc(F)cc2C1c1ccccc1 (stereo unspecified)
  A: 5%	B: 4%	C: -3%	D: 9%	E: -3%	F: 0%	G: -17%	H: -5%	I: 16

Cc1cc(C=O)c(C)n1CC1CCCO1 (stereo unspecified)
  A: -1%	B: 12%	C: -9%	D: 0%	E: 13%	F: 16%	G: -3%[9.22 µM]	H: 23%	I: -9

O=C1NC(=O)C(C2CCCCCC2)C(=O)N1
  A: -7%	B: 6%	C: 2%	D: 2%	E: 1%	F: 5%	G: -7%	H: 23%	I: 32

Cc1ccc(NS(=O)(=O)c2ccc(Cl)c(N=Nc3c(O)[nH]c(=O)[nH]c3=O)c2)cc1Cl
  A: -11%[11.6 µM]	B: -2%	C: ?	D: -9%	E: -5%	F: -3%	G: -20%	H: -7%	I: 3

c1ccc2c(CNC3CCCCC3)c[nH]c2c1
  A: 6%	B: ?	C: -19%	D: -27%	E: ?	F: ?	G: 2%	H: 0%	I: ?

O=C(O)c1ccc(-n2c(O)c(/C=C3\C=Nc4ccccc43)c(=O)[nH]c2=O)cc1
  A: -11%[11.6 µM]	B: -3%	C: ?	D: -3%	E: 0%	F: -4%	G: 1%	H: -5%	I: 28

CN1C2CCC1CC(OC(=O)c1cc(Cl)cc(Cl)c1)C2 (stereo unspecified)
  A: -1%	B: ?	C: ?	D: -6%	E: ?	F: ?	G: ?	H: -40%	I: -24

O=C(CCC(=O)N1CC2C[C@@H](C1)Cn1c2cccc1=O)NCCc1ccccc1
  A: 4%	B: -2%	C: 12%	D: -1%	E: 0%	F: 2%	G: -1%	H: -14%	I: 1

O=C(c1ccc(F)c([N+](=O)[O-])c1)N1CC2CC(C1)c1cccc(=O)n1C2 (stereo unspecified)
  A: -1%	B: -10%	C: 2%	D: /	E: 0%	F: -9%	G: 14%	H: -8%	I: -52*

CC1CCC(NC(=O)CNC(=S)N2CC3CC(C2)c2cccc(=O)n2C3)CC1 (stereo unspecified)
  A: -4%	B: 16%	C: -4%	D: 4%	E: 21%	F: 2%	G: -15%	H: 24%	I: 18

COC(=NC1CCCCC1)C(O)c1c[nH]c2ccccc12 (stereo unspecified)
  A: -1%	B: -8%	C: 1%	D: -3%	E: 3%	F: 4%	G: -8%	H: -20%	I: 37

c1cc2c(cc1CN1CCNCC1)OCO2
  A: -9%[57.1 µM]	B: -1%	C: -1%	D: -5%	E: -9%	F: 2%	G: -10%	H: 13%	I: -1

COC(=O)C1=C(c2ccc3ccccc3c2)C[C@@H]2CC[C@H]1N2C(=O)NC1CCCCC1
  A: 4%	B: 2%	C: ?	D: -13%	E: -1%	F: 2%	G: 6%	H: 9%	I: 10

Cc1ccc(OC(=O)N(C)C[C@@H]2OCc3cnnn3CCCC(=O)N([C@H](C)CO)C[C@@H]2C)cc1
  A: 9%	B: -1%	C: /	D: 4%	E: 8%	F: 1%	G: /	H: 6%	I: 37

O=C1NC(=O)C(=Cc2cn(CCOc3ccc4c(c3)OCO4)c3ccccc23)C(=O)N1
  A: -9%	B: -3%	C: ?	D: ?	E: 21µM*	F: -8%[9.24 µM]	G: ?	H: ?	I: -10

CC(=O)c1c(C)n(CCCOC(C)C)c2ccc(O)cc12
  A: -2%	B: -7%	C: -2%	D: 7%	E: -8%	F: -16%	G: -1%	H: ?	I: 0

CCc1c(C)nc(N)nc1N1N=C1SCC#N
  A: -3%	B: 5%	C: 1%	D: -4%	E: -6%	F: 7%	G: -6%	H: 8%	I: -4

Some of the entries so far, as labelled records.
O=C1NC(=O)C(=Cc2cn(CCOc3ccc4c(c3)OCO4)c3ccccc23)C(=O)N1
  WRN helicase inh: -9% | HT1080NT lethal: -3% | MCF10A rereplic: ? | ATXN2 expr inh: ? | KB-3-1 cytotox: 21µM* | HT1080 IDH1KD tx: -8%[9.24 µM] | SW480 rerep: ? | KB-V1 MDR tox: ? | IL1B secr inh: -10
COC(=NC1CCCCC1)C(O)c1c[nH]c2ccccc12 (stereo unspecified)
  WRN helicase inh: -1% | HT1080NT lethal: -8% | MCF10A rereplic: 1% | ATXN2 expr inh: -3% | KB-3-1 cytotox: 3% | HT1080 IDH1KD tx: 4% | SW480 rerep: -8% | KB-V1 MDR tox: -20% | IL1B secr inh: 37
